MBNL1-CUG inh: blocks human MBNL1 binding to CUG repeat RNA; 0.036% of 280,000 active; Q9NR56; Potency, µM (highest dose often 57.5 µM), for the others: top-dose activity change, negative = inhibition, most hits filed as inhibitors; TR-FRET MBNL1-His/biotin-(CUG)12 binding, 665/545 ratio; active = well fitted inhibition curve with a large enough effect in the signal ratio, with a control signal flat, not every such curve was filed as active; inconclusive = small, poorly fitted or top-dose-only effect, or effect the other way, or a change in a side signal; inactive = no such curve, though single readings can be large or run the other way; the % refers to the signal ratio; also: potency is read from the fitted curve at half-maximal effect; % is scaled to controls: 0 for no effect and ±100 for the full control effect
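His-tagged MBNL1 binding to biotinylated (CUG)12 RNA was measured by TR-FRET using terbium anti-His antibody (0.055 ng/ul final) and streptavidin-XL665 (5 nM final). Compounds were titrated 92 nM to 58 uM; 60 min at room temperature.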
Mito fusion act: blocks mitochondrial division or promotes mitochondrial fusion | S. cerevisiae fusion-defective mutant growth rescue, CellTiterGlo 48 h | Potency, µM (doses to about 46.1 µM), for the others: at the highest dose growth rescue (activation), actives largely listed as activators | 0.23% of 320,000 active | AID 485298;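 also: potency is read from the fitted curve at half-maximal effect; % of control where 0% means no effect; nearly all actives have a fitted effect of over 45% in size; temperature-sensitive fusion mutants such as fzo1-1 at 37 °C on non-fermentable ethanol glycerol medium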
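Temperature-sensitive fusion-defective S. cerevisiae (e.g. fzo1-1, mgm1-5) were grown with compound in YPEG medium (3% ethanol, 3% glycerol) for 48 hours at 37C. Growth rescue was measured as viability by CellTiterGlo luminescence after 10 minutes at ambient.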
TSG101-PTAP inh: blocks PTAP/TSG101 interaction to inhibit HIV-1 budding; Q99816; Fluorescence polarization, FITC-PTAP peptide / Tsg101 binding; Potency, µM (series often up to 115 µM), for inactives: at the top dose activity change, negative = inhibition, actives largely listed as inhibitors; 340,000 tested, under 10 active; AID 493005; active = well fitted inhibition curve with a large enough effect in the main read-out, with a control signal flat, not every such curve was filed as active; inconclusive = small, poorly fitted or top-dose-only effect, or effect the other way, or a change in a side signal; inactive = no such curve, though single readings can be large or run the other way; also: potency is read from the fitted curve at half-maximal effect; % of control where 0% means no effect
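Tsg101 binding domain (10 uM final) was mixed with compound and a FITC-labeled PTAP peptide (50 nM final) in HEPES pH 7.5 buffer with NaCl, Tween 20, EDTA and TCEP; fluorescence polarization was read after 20 min at r.t.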
TCR activator: activators of T cell receptors. primary human leukocytes, anti-CD3, IL-2 HTRF, 48 h. Potency, µM (highest dose often 9.22 µM), for the others: top-dose activation of IL-2 secretion, actives largely listed as activators. 330,000 tested, under 10 active; also: % of control where 0% means no effect
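Readout: HTRF IL-2, Eu-cryptate/d2 antibody pair, 320nm excitation, 665nm emission. Stimulus: a-CD3 beads, no co-stimulation. Cells: primary human leukocytes. Exposure: 48 hr with compound.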
Integrin act MD: activators of alpha7 integrin expression for muscular dystrophy. alpha7betagal myoblasts, beta-gal FDG fluorescence, 48 h. Potency, µM (highest dose often 38.3 µM), inactives show at the highest dose activation, hits mostly activators. 0.064% of 350,000 active. AID 624291;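 also: potency is read from the fitted curve at half-maximal effect; 100% = response of the positive control SU9516; nearly all actives have a fitted effect of over 60% in size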
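Alpha7betagal+/- myoblasts (passage 13) were plated 16-24 hr, then exposed to compounds (1:260 dilution of DMSO stock) for 48 hours at 37C. After MPER lysis, β-galactosidase reporter activity was read as FDG fluorescence (ex 480/em 540) after 30 minutes.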
Menin-MLL TR inh: displaces Texas Red mutant MLL peptide from human menin; O00255; Menin + Texas Red MLL mutant peptide, fluorescence polarization; Potency, µM (series often up to 61.6 µM), for the others: top-dose FP activity change, negative = inhibition, usual class: inhibitors; 0.23% of 270,000 active; AID 1768; active = well fitted inhibition curve with a large enough effect in the polarisation, with a control signal flat, not every such curve was filed as active; inconclusive = small, poorly fitted or top-dose-only effect, or effect the other way, or a change in a side signal; inactive = no such curve, though single readings can be large or run the other way; the % refers to the polarisation; also: potency is read from the fitted curve at half-maximal effect; % of control where 0% means no effect; many of its hits are not listed in these tables
MLL CXXC-DNA inh: blocks binding of human MLL CXXC domain to DNA; AID 2662; Potency, µM (doses to about 115 µM), without a hit: at the top dose activity change, negative = inhibition, most hits filed as inhibitors; Q03164; MLL-CXXC / FITC-HOXA9 DNA fluorescence polarization; 0.037% of 290,000 active; active = well fitted inhibition curve with a large enough effect in the polarisation, with a control signal flat, not every such curve was filed as active; inconclusive = small, poorly fitted or top-dose-only effect, or effect the other way, or a change in a side signal; inactive = no such curve, though single readings can be large or run the other way; the % refers to the polarisation; also: potency is read from the fitted curve at half-maximal effect
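Steps: dispense CXXC domain solution (7 uM) → pin compounds or unlabeled HOX-A9 DNA control → 5 min ambient → add FLSN-HOX-A9 solution (50 nM) → spin → 30 min ambient → fluorescence polarization. Tris pH 7.5/NaCl/DTT/BSA buffer.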
TSHR antagonist: human thyrotropin receptor antagonism | P16473 | TSHR-expressing cells, TSH-stimulated cAMP HTRF, 2 h; active compounds read low | activity change, negative = inhibition, % at 11.5 µM | 0.2% of 330,000 active;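 active = activity change below a set negative limit, meaning inhibition stronger than a set level, cut at about -70% in these data; inconclusive = activity change between two set negative limits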; also: % is scaled to controls: 0 for no effect and ±100 for the full control effect
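Inhibition of cAMP made by TSHR-expressing cells under TSH stimulation (4nM final, EC80; 2 h, 37 deg C) is quantified with a one-step lysis HTRF kit, anti-cAMP cryptate versus cAMP-d2.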
ASM inhibitor: blocks human secretory acid sphingomyelinase. P17405. placental ASM, HMU-PC fluorogenic substrate, 60 min. Potency, µM (highest dose often 57.5 µM), for inactives: at the top dose activity change, negative = inhibition, most hits filed as inhibitors. 0.006% of 340,000 active. AID 504937; also: potency is read from the fitted curve at half-maximal effect
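Fluorogenic HMU-PC substrate (9 uM final) is turned over by placental ASM in 60 min at 37 C after a 10 min compound preincubation. Reaction ended by alkaline stop (pH 10), with fluorescence read at 386/447 nm.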
AT treatment: candidate therapy for ataxia-telangiectasia. […] A-T fibroblasts, KAP-1 phosphorylation AlphaLISA; neocarzinostatin DNA damage 30 min before lysis. Potency, µM (doses to about 57.5 µM), inactives show at the highest dose activation, hits mostly activators. 0.19% of 320,000 active. AID 485349; also: potency is read from the fitted curve at half-maximal effect; % of control where 0% means no effect; nearly all actives have a fitted effect of over 45% in size
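ATM-like activity read as KAP-1 phosphorylation via AlphaLISA donor/acceptor antibody pairs after lysis and 6 hr at 25C. Cells were ATM-null patient fibroblasts ([…], hTERT), dosed 60 min, then exposed to the DSB inducer NCS for 30 min.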
* = called active by the depositor; i = inactive; ? = inconclusive; / = not tested or not shown; [ ] = dose if it differs, or a comment. Unless noted, calls follow the shape of the dose curve; as a rule, active = well fitted curve in the direction sought with a large enough effect; inconclusive = small, poorly fitted or top-dose-only effect, or another doubt; inactive = no such curve, though single readings can be large; an effect the other way counts as inactive or inconclusive.

SMILES	MBNL1-CUG inh	Mito fusion act	TSG101-PTAP inh	TCR activator	Integrin act MD	Menin-MLL TR inh	MLL CXXC-DNA inh	TSHR antagonist	ASM inhibitor	AT treatment
CS(=O)(=O)c1ccc(Cl)c(NC(=O)CSc2nnc(C3CC3)n2C2CC2)c1	/	-1%	3%	-5%	8%	/	/	12	7%	-1%
Cc1ccc(SCC(=O)N2CCN(c3ccccn3)CC2)cc1	5%	14%	2%	-4%	-22%	/	-6%	7	0%	4%
O=C1NC(=S)S/C1=C\c1ccc2ccccc2c1	-3%	3%	-6%	9%	28%	?	?	-49	-13%	-19%
O=C(O)CC1(CC(=O)Nc2ccc3c(c2)OCCCO3)CCCCC1	/	1%	-4%	3%	7%	/	41%[activator]	6	7%	-7%
O=C1C=C(Nc2cccc3cccnc23)c2ccccc2C1=O	?	-21%	-3%	2%	-60%[inhibitor]	-9%	?	-6	5%	-3%
COc1cc2c(cc1OC)C(c1ccc(C)cc1)NC(=O)C2 (stereo not drawn)	1%	-2%	0%	-1%	-37%	4%	24%	17	8%	-9%
Cc1c(C(=O)N2CCCCC2C)sc2ncnc(N3CCc4ccccc4C3)c12 (stereo not drawn)	9%	2%	-5%	4%	-1%	-10%	0%	-15	-4%	4%
CCSc1nnc(NC(=O)CSc2nnc(CNC(=O)c3cc(OC)c(OC)c(OC)c3)o2)s1	?	-2%	-3%	-3%[46.1 µM]	-9%	15%	11%	-7	-1%	7%
CC[C@]12c3[nH]c4ccc(Cl)cc4c3CCN1C(=O)[C@@H](CC(=O)NCCc1ccccn1)C[C@@H]2C(=O)N1CCN(C(=O)c2ccco2)CC1	/	/	-3%	0%[46.1 µM]	13%	/	/	14	-12%	2%
CCC(=O)N1CCN(c2c(Cl)cccc2[N+](=O)[O-])CC1	?	3%	1%	5%	?	?	10%	6	-1%	7%
COC(=O)C1CCCCN1C(=O)c1ccc(OC2CCN(C(C)=O)CC2)c(OC)c1 (stereo not drawn)	-7%	1%	/	10%	-3%	/	-5%	13	5%	-10%
COc1ccc(C2C(C(C)=O)=C(C)Nc3ncnn32)cc1 (stereo not drawn)	0%	0%	0%	0%	-1%	8%	-2%	-10	47%[activator]	-1%
COc1ccccc1-c1nc(C#N)c(N2CCN(c3ccccc3)CC2)o1	-7%	24%	-3%	5%	17%	-13%	-3%	-18	-10%	-8%
COc1ccc([C@H]2CC(=O)C=C(c3cc(OC)ccc3OC)C2)cc1	/	25%	-5%	4%	-19%	/	/	-6	-2%	11%
Cc1c(CCC(=O)NCCCN2CCCC2=O)c(=O)oc2cc(O)ccc12	23%	1%	-3%	-11%	-1%	4%	-3%	-2	i	3%
Cn1nccc1C(=O)N1CCCC(C(=O)c2cccc3ccccc23)C1 (stereo not drawn)	?	3%	-1%	6%	-30%[inhibitor]	0%	3%	-13	-4%	-1%[11.5 µM]
O=C(O)c1ccc2c(=O)n3cc(C(=O)c4ccccc4O)cc(Cl)c3nc2c1	9%	-10%	-11%	-6%	38%	/	-4%	-19	15%	3%
O=C1CCC[C@@H]2C[C@@]3(C[C@@H]4CCN1[C@H]24)Nc1cc(Cl)ccc1NC3=NC1CCCCC1	/	/	-6%	-3%	-21%	/	/	/	-1%	/
NC(=O)CCCCC(=O)OCCCc1cccs1	-1%	-5%	-4%	-1%	16%	1%	5%	-8	-2%	4%
COC(=O)c1ccc(CN2[C@H](C(=O)OC)C[C@@]3(O)[C@H](O)[C@H](O)[C@H](O)C[C@@H]23)cc1	3%	?	-2%	-5%	0%	-5%	-3%	-6	-1%	23%
Cc1cc(Cl)ccc1OCCCC(=O)N1CCN(C(=O)c2ccco2)CC1	-10%	-3%	-5%	1%	8%	-2%	0%	-3	-9%	6%
CC(C)Oc1ccc(C(=O)OC(C)C(=O)Nc2nc(-c3cccc([N+](=O)[O-])c3)cs2)cc1 (stereo not drawn)	3%	1%	-2%	5%[46.1 µM]	16%	8%	3%	6	-5%	4%
Cc1cccc(OCCOC(=O)c2ccc(F)c(S(=O)(=O)N3CCOCC3)c2)c1	/	3%	-3%	-4%	-16%	/	/	-11	-5%	11%
CCCCOC(=O)CCCN1C(=O)/C(=C2\SC(=S)N(CCCC(=O)OCCCC)C2=O)SC1=S	-1%	-7%	-2%	-8%	6%	/	2%	-2	-3%	0%
CCOC(=O)C1=C(c2ccccc2)N=c2s/c(=C\c3ccco3)c(=O)n2C1c1cccs1 (stereo not drawn)	0%	-3%	-2%	2%	-20%	?	?	-19	-15%	10%

Next part.
SMILES	MBNL1-CUG inh	Mito fusion act	TSG101-PTAP inh	TCR activator	Integrin act MD	Menin-MLL TR inh	MLL CXXC-DNA inh	TSHR antagonist	ASM inhibitor	AT treatment
CC(=O)NC(Cc1ccccc1C)C(=O)NC1CCN(c2nnnn2-c2ccccc2)CC1 (stereo not drawn)	-3%	0%	-1%	-5%	17%	/	-2%	0	12%	-4%
Cc1cccc(-n2nnc3cnn(C)c3c2=O)c1	10%	-3%	-6%	9%	3%	-2%	0%	11	2%	-8%
O=C(Cc1n[nH]c(=O)c2ccccc12)OCC(=O)c1ccc(F)c(F)c1	/	-3%	0%	-2%	9%	/	/	0	-3%	1%
Cc1cc(C)c(S(=O)(=O)N(CC(=O)N2CCOCC2)C2CCCCC2)c(C)c1	-2%	8%	-4%	9%	14%	-26%	4%	3	1%	4%
COC(=O)c1ccc2c(=O)[nH]c(CN3c4ccccc4CC3C)nc2c1 (stereo not drawn)	8%	-1%	-5%	0%	-30%	?	7%	-6	-6%	-4%
Cc1cc(C(=O)N/N=C/c2ccc(-c3ccccc3Cl)o2)n[nH]1	15%	1%	1%	2%[46.1 µM]	26%	20%	9%	-7	32%[activator]	-1%
Oc1ccc(Cl)cc1CNc1ccc(Br)cn1	0%	?	-1%	9%	1%	?	-9%	-10	-5%	10%
Cc1c(C)c2ccc(OCC(=O)NCCc3c[nH]c4ccccc34)c(C)c2oc1=O	-6%	2%	4%	1%	25%	3%	30%	0	-18%	3%
COc1cccc(CNC(=O)c2ccc(C3SCCS3)cc2)c1	-4%	-3%	0%	-5%	1%	/	3%	5	-1%	-3%
CC(CC(=O)Nc1ccc(C(N)=O)cc1)c1ccccc1 (stereo not drawn)	8%	-4%	-3%	10%[46.1 µM]	?	-2%	-1%	7	4%	8%
S=c1[nH]cc(Oc2ccc(Cl)cc2Cl)c(=S)[nH]1	/	/	-13%	-4%	16%	/	/	/	6%	/
COCCn1c(SCC(=O)Nc2cccc(C(=O)OC)c2)nc2ccccc2c1=O	6%	1%	-3%	3%	-3%	2%	9%	-1	-1%	0%
Cc1cc(C)cc(Nc2nc3ccccc3c(=O)[nH]2)c1	-3%	5%	0%	5%	-6%	?	-5%	-6	-11%	2%
O=C(CCSc1ccccc1)Nc1ccc(S(=O)(=O)N2CCOCC2)cc1	-1%	1%	-5%	3%	22%	?	-11%	-3	-10%	/
CCOC(=O)c1c(C)n(CC(O)CN(CC)CC)c2cc(Br)c(OC)cc12 (stereo not drawn)	-19%	-4%	-1%	5%	0%	-17%	9%	-9	0%	-1%
Cc1ccc(CSCC(=O)N/N=C/c2ccc(OCC(=O)Nc3ccc(C)cc3)cc2)cc1	-2%	2%	3%	-1%	18%	5%	33%[activator]	-7	-1%	-7%
O=C(CC1Oc2ccccc2NC1=O)NCCCN1CCN(C2CCCCC2)CC1 (stereo not drawn)	/	/	0%	-3%	1%	/	/	/	0%	/
O=C(CCc1c[nH]c2ccccc12)N1CCCC1	3%	2%	-5%	0%	38%	3%	-4%	-7	2%	9%
CC1(C)C2CC=C(/C=N/NC(=O)c3ccccc3O)C1C2 (stereo not drawn)	-2%	-4%	-5%	5%[46.1 µM]	13%	7%	11%	-1	5%	3%
COc1ccc(N(CC(=O)NCC2CCCO2)C(=O)CCC(=O)Nc2nccs2)cc1 (stereo not drawn)	/	/	-1%	-1%	8%	/	/	/	3%	/

An excerpt from above, reduced to Mito fusion act and TSG101-PTAP inh:
compound,Mito fusion act,TSG101-PTAP inh
Oc1ccc(Cl)cc1CNc1ccc(Br)cn1,?,-1%
Cc1c(C)c2ccc(OCC(=O)NCCc3c[nH]c4ccccc34)c(C)c2oc1=O,2%,4%

High-throughput results deposited in PubChem BioAssay by National Center for Advancing Translational Sciences (NCATS).

An excerpt; count on the stated rates, not on these rows.
